S3 lipid droplet: qHTS Assay for Lipid Storage Modulators in Drosophila S3 Cells; Drosophila S3 cells, BODIPY lipid droplet fluorescence, 18-24 h; cells fed with added oleic acid; lipid storage change, negative = inhibition, % at the top dose, mostly 46.1 µM; hits show Potency in µM; 320,000 tested, 0.64% active; active = well fitted inhibition curve with a large enough effect in the signal ratio, with a control signal flat, not every such curve was filed as active; inconclusive = small, poorly fitted or top-dose-only effect, or effect the other way, or a change in a side signal; the % refers to the signal ratio
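Drosophila S3 cells got compounds at several concentrations plus oleic acid (400 uM solution). Laser-scanning cytometry with 488 nm excitation read lipid droplets at 500-530 nm and cells at 575-640 nm. Percent activity was relative to 20 uM Triacsin C.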
S3 lipid droplet cell count max: second read-out of S3 lipid droplet, no call of its own (marks repeat the call); cell number change, %; measured here: cell count max response;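 cells counted by Cell Tracker Red CMTPX staining in the red channel; peak over a dose series mostly up to 46.1 µM; percent activity relative to internal control wells on each plate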
* = called active by the depositor; i = inactive; ? = inconclusive; · = no result given; [ ] = another dose, or the depositor's remark. % is set by controls: 0 for no effect and ±100 for the full control effect; potency is the fitted concentration of half-maximal effect. Only part of the results is shown; rates above refer to the full screens.

SMILES | S3 lipid droplet | S3 lipid droplet cell count max
O=C(NC1CCCCCC1)C1CCCN1S(=O)(=O)c1cccc2cccnc12 (stereo not drawn) | ? | ·
CCN(CC(=O)NCc1ccc(Cl)cc1)C(=O)c1c(C)noc1C | 8% | -4
CCOc1ccc(-c2nn3c(-c4ccccc4)nnc3s2)cc1 | ? | ·
S=C(NCC1CCCO1)n1nnc2ccccc21 (stereo not drawn) | ? | ·
Fc1ccc(/C=N/n2c(COc3ccccc3)n[nH]c2=S)cc1 | -2% | -14
COc1cc(CCC(=O)OCc2nnc(-c3ccccc3)o2)cc(OC)c1OC | 7% | 0
COC(=O)C1=C(CSc2nc3c(cc2C#N)CN(C)CC3)OC(N)=C(C#N)C1c1ccccc1F (stereo not drawn) | -3% | -3
CC(=O)N(CCCN(C)C)c1nc2ccc(C)cc2s1 | -1% | 22
CCc1nnc(NC(=O)c2cc(C)oc2C)s1 | ? | ·
C/C(=N\O)C(C)(C)NC(=O)Nc1ccc(Cl)cc1 | 11% | 2
CCOC(=O)c1sc(NS(=O)(=O)c2ccc(F)cc2)nc1C | 16% | 1
Cc1ccccc1C(=O)NNC(=O)c1cccc(Br)c1 | ? | ·
Cc1ccn2c(C(=O)CSc3ccccc3Cl)c(C)nc2c1 | ? | ·
CCOc1ccc(-c2cnc(SCC(N)=O)nc2N)cc1 | i | ·
O=C(O)Cn1nc(C(F)(F)F)c2c1CCC2 | ? | ·
O=C(CN1C(=O)NC2(CCCC2)C1=O)OCCOc1ccc(Cl)cc1 | ? | ·
CCC(=O)Oc1ccc2c(c1)O/C(=C\c1ccco1)C2=O | ? | ·
CCOCCn1cnc2sc(C(=O)NCC(=O)OCC)c(C)c2c1=O | 3% | 14
Nn1c(SCC(=O)Nc2ccc(F)cc2F)nnc1C1CCCCC1 | ? | ·
Cn1nc(C(=O)N2CCC(C(N)=O)CC2)c2c1-c1ccccc1SC2 | -6% | 27
O=P(c1ccccc1)(c1ccccc1)N(c1ccccc1)c1ccccc1 | ? | ·
COc1cccc(/C=N/Nc2cc(N3CCOCC3)ncn2)c1O | ? | ·
O=C(CN1C(=O)C2C3CCC(C3)C2C1=O)NCc1ccco1 (stereo not drawn) | ? | ·
CN1C(=O)c2ccc(NC(=O)c3cccc(N4C(=O)CCC4=O)c3)cc2C1=O | ? | ·
c1ccc(-c2oc3ncnc(NCCN4CCOCC4)c3c2-c2ccccc2)cc1 | ? | ·
COc1cc(CN2CCC(n3nccc3NC(=O)CCCc3ccccc3)CC2)ccc1O | -9% | 9
Cc1cc(O)c(NC(=O)c2ccc(C)c([N+](=O)[O-])c2)cc1C | ? | ·
COc1cc(NC(=O)N2CCOCC2)cc(OC)c1 | ? | ·
COc1ccccc1-n1nnnc1SCC(=O)NC1CCCC1 | i | -20
O=[N+]([O-])c1cccc(-c2nnc(C3CC3)o2)c1 | 2% | ·
CC(CCc1ccccc1)NC(=O)CSc1nc(N)cc(N)n1 (stereo not drawn) | i | ·
Cc1ccccc1C(=O)O/N=C(\N)Cc1cccs1 | ? | ·
O=C(c1cc2ccccc2o1)c1cccs1 | ? | ·
Cc1cc(Nc2ccccc2)n(CCO)n1 | ? | ·
CN(Cc1ccccc1OCCO)CC1CCCN(CCc2ccc(Cl)cc2)C1 (stereo not drawn) | ? | ·
CN(Cc1ccon1)C(=O)C1CCN(C2CCN(CCCc3ccccc3)CC2)CC1 | ? | ·
CCCCCOC(=O)c1c(N)n(CCOC)c2nc3ccccc3nc12 | 14% | -5
Cn1nnnc1SCC(=O)c1ccc2c(c1)OCCO2 | i | -9
CCC1CCCCN1CCCNC(=O)CC1Oc2ccccc2NC1=O (stereo not drawn) | 3% | 7
C=CCn1c(=O)c(C(=O)OCC)c(O)c2ccccc21 | ? | ·
O=C(CCNC(=O)c1ccc([N+](=O)[O-])cc1)NCC1COc2ccccc2O1 (stereo not drawn) | ? | ·
CCOc1cc(C(C(=O)NCC2CCCO2)N(C(=O)Cn2nnc3ccccc32)c2ccc(OC)c(OC)c2)ccc1O (stereo not drawn) | ? | ·
COc1cnn(-c2ccccc2)c(=O)c1SCc1ccc(Cl)cc1Cl | -9% | 6
COc1ccc(Cl)cc1NC(=O)CN1CCC(n2nnc3ccccc32)CC1 | 8% | 5
O=C(N/C(=C/c1ccco1)C(=O)N1CCCCCC1)c1cccs1 | ? | ·
COc1cccc(-c2cn3nc(C)c(C)nc3n2)c1 | ? | ·
Cc1nn(Cc2ccc(Cl)cc2Cl)c(Cl)c1/C=N/NC(=O)CNc1cccc(C(F)(F)F)c1 | ? | ·
O=C(CS(=O)(=O)c1ccccc1)Nc1nnc(C(F)(F)F)s1 | ? | ·
CCOC(=O)CC1C(=O)NCCN1C(=O)c1cc2c(=O)n3cccc(C)c3nc2s1 (stereo not drawn) | ? | ·
COc1cc(C)nc(N2CCCC(C(=O)Nc3cc(Cl)ccc3OC)C2)n1 (stereo not drawn) | 2% | ·
NC(=O)c1c(NC(=O)C(=O)N2CCOCC2)sc2c1CCCC2 | i | -4
Cc1cc(C(C)(C)C)ccc1OCCOCCN1CCCC1 | ? | ·
COc1ccc(NC(=O)/C=C/c2ccccc2[N+](=O)[O-])c(OC)c1 | 9% | 3
O=C(Cc1nnc(NC(=O)Nc2ccccc2)s1)Nc1ccccc1 | -3% | -3
Cc1nc2nc(-c3ccco3)nn2c(C)c1Cl | 13% | 10
COc1ccc(S(=O)(=O)NCCCN2CCOCC2)cc1F | 18% | -12
CC(=O)c1cccc(S(=O)(=O)NC(C)C2CC3CCC2C3)c1 (stereo not drawn) | i | -7
CCOc1ccc(C(=O)C(c2ccccc2)N2CCOCC2)cc1 (stereo not drawn) | 3% | -19
COc1ccc2nc(SC)c(C#N)cc2c1 | ? | ·
Nc1ccc(Oc2ccc3nc(-c4ccccc4)c(-c4ccc([N+](=O)[O-])cc4)nc3c2)cc1 | -4% | -21

Fetched one by one from the list above (four):
SMILES | S3 lipid droplet | S3 lipid droplet cell count max
NC(=O)c1c(NC(=O)C(=O)N2CCOCC2)sc2c1CCCC2 | i | -4
O=C(CS(=O)(=O)c1ccccc1)Nc1nnc(C(F)(F)F)s1 | ? | ·
COc1ccc(NC(=O)/C=C/c2ccccc2[N+](=O)[O-])c(OC)c1 | 9% | 3
Cc1nn(Cc2ccc(Cl)cc2Cl)c(Cl)c1/C=N/NC(=O)CNc1cccc(C(F)(F)F)c1 | ? | ·

Going on with the list:
SMILES | S3 lipid droplet | S3 lipid droplet cell count max
CCN1C(=O)[C@H]2[C@@H](c3ccc(-c4ccc(Cl)c(Cl)c4)c(OC)c3)N[C@@](Cc3ccccc3)(C(=O)OC)[C@H]2C1=O | ? | ·
CCc1ccccc1NC(=O)CN(C)C(=O)CSc1nc2cc(Cl)ccc2s1 | i | ·
Cc1onc(-c2ccccc2)c1C(=O)NC(=S)NNC(=O)c1ccncc1 | ? | ·
CN(C(=O)c1ccccc1OC1CCN(S(C)(=O)=O)CC1)C1CCOC1 (stereo not drawn) | -3% | -20
CN(C(=O)CSC1=Nc2ccccc2C2=NC(c3ccccc3)C(=O)N12)C1CCCCC1 (stereo not drawn) | i | -15
CC(C)c1ccc(S(=O)(=O)c2cnc(=S)[nH]c2N)cc1 | ? | ·
O=c1cc(N2CCCCC2)c(-c2ccccc2)n[nH]1 | -12% | -12
CN1CCN(C(=O)CSc2ccc(Cl)cc2)CC1 | 13% | 1
O=C1CC(N2CCCc3ccccc32)C(=O)N1c1ccccc1Cl (stereo not drawn) | 1% | 6
COc1ccc(C(=O)C(O)C(c2ccc(C)cc2)N2CCOCC2)cc1OC (stereo not drawn) | ? | ·
CCOc1ccccc1-c1nc(-c2cc3ccccc3nc2OC)no1 | 21% | -9
CC1CCCCN1c1nnc(NC(=O)Cn2c(=O)oc3ccccc32)s1 (stereo not drawn) | ? | ·
COc1ccc(OC)c(/C=C/C(=O)N2CCN(S(=O)(=O)c3cc(C)ccc3C)CC2)c1 | 11% | 7
O=C(COc1ccc(F)cc1Cl)Nc1cccc(S(=O)(=O)N2CCCCCC2)c1 | i | -9
O=C(CCN1C(=O)c2ccccc2S1(=O)=O)Nc1ccccc1O | ? | ·
COc1ccc(C2C(C(C)=O)=C(O)C(=O)N2c2ccc(C)cc2)cc1 (stereo not drawn) | -7% | 6
COc1ccc(NC(=O)CN2CC(c3ccccc3)CC2=O)cc1OC (stereo not drawn) | 2% | 0
Cc1c(Cl)ccc2c(C(=O)Nc3cc(C(C)(C)C)on3)cc(-c3ccccn3)nc12 | i | -27
COc1ccc(NC(=S)NNC(=O)C2CC2c2ccc(C)cc2)cc1 (stereo not drawn) | ? | ·
Fc1cccc(-c2n[nH]c(=S)n2-c2ccccc2)c1 | ? | ·
C=CCn1c(Sc2nncn2C)nc2c1c(=O)[nH]c(=O)n2C | 6% | -3
CC(C)CNC(=O)c1ccc(NC(=O)c2cccs2)cc1 | ? | ·
NC(=O)C1CCN(C(=O)C2CCC(=O)N(CC3CCCCC3)C2)CC1 (stereo not drawn) | ? | ·
O=C(NCCN1CCOCC1)c1cc(S(=O)(=O)NCCCN2CCCC2=O)ccc1Cl | ? | ·
O=C(NC1CCCCCC1)C1CC(=O)N(c2ccc(Cl)cc2)C1 (stereo not drawn) | ? | ·
CCn1cc(C(=O)Nc2cccc(C(=O)OC)c2)c(=O)c2ccc(C)nc21 | ? | ·
Cc1cc(C(=O)CCC(=O)NCC2COc3ccccc3O2)c(C)s1 (stereo not drawn) | 24% | -1
Cc1c(C(=O)OCC(=O)N(C)c2ccccc2)oc2ccccc12 | -10% | 1
CCn1c(=O)n(CC(=O)NCC2CCCO2)c(=O)c2c3c(sc21)CCCC3 (stereo not drawn) | ? | ·
Cc1ccc2[nH]cc(CCNC(=O)/C=C/c3ccco3)c2c1 | -1% | 9

Entries of single compounds, looked up by structure:
Cc1nc2nc(-c3ccco3)nn2c(C)c1Cl is entered as S3 lipid droplet = 13%; S3 lipid droplet cell count max = 10
CCc1ccccc1NC(=O)CN(C)C(=O)CSc1nc2cc(Cl)ccc2s1 is entered as S3 lipid droplet = i; S3 lipid droplet cell count max = ·

(more compounds)
SMILES | S3 lipid droplet | S3 lipid droplet cell count max
NC(=O)COC(=O)c1cccc(S(=O)(=O)N2CCCc3ccccc32)c1 | -20% | 10
Cc1nnc(Cn2cnc3c2c(=O)n(C)c(=O)n3C)o1 | ? | ·
Cc1nn(C(C)C(=O)NCCCN(Cc2ccccc2)C(C)C)c(=O)c2c1sc1ccccc12 (stereo not drawn) | ? | ·
COc1ccc(NC(=O)n2ncc3cc(Cl)ccc32)cc1OC | ? | ·
CC(=O)Nc1ccc(NC(=O)C2CCCN2C(=O)Nc2ccc(F)cc2)cc1 (stereo not drawn) | ? | ·
Cc1ccc(NC(=O)Nc2ccc([N+](=O)[O-])cc2)nc1 | ? | ·
CCOC(=O)N1CCN(C(=O)CN(c2ccc(OCC)cc2)S(C)(=O)=O)CC1 | ? | ·
CC(C)Nc1nc(NC(C)C)nc(C(=O)OCCO)n1 | ? | ·
CC(C)CCN1CCN(CC(c2ccccc2)c2ccccc2)CC1CCO (stereo not drawn) | 7% | 13
N#Cc1ccc(OCC(=O)OCC(=O)Nc2sccc2C(N)=O)cc1 | ? | ·
CCCCN(C(=O)c1ccc(S(=O)(=O)N2CCC(C)CC2)cc1)C1CCS(=O)(=O)C1 (stereo not drawn) | ? | ·
O=C(c1cc2ccccc2s1)N1CCN(c2ccccn2)CC1 | i[0.369 µM] | -3
C/C=C(/C)C(=O)O[C@H]1[C@@H](O)c2c(ccc3ccc(=O)oc23)OC1(C)C | ? | ·
COc1ccc2nc(NC(=O)CN3CCOCC3)sc2c1 | i | 42
COc1ccc(/C(O)=C2/C(=O)C(=O)N(CCN3CCOCC3)C2c2ccccn2)cc1 (stereo not drawn) | ? | ·

An excerpt of the results above, as a working copy:
SMILES | S3 lipid droplet | S3 lipid droplet cell count max
COc1ccc2nc(NC(=O)CN3CCOCC3)sc2c1 | i | 42
COc1ccc(/C(O)=C2/C(=O)C(=O)N(CCN3CCOCC3)C2c2ccccn2)cc1 (stereo not drawn) | ? | ·

(further entries)
SMILES | S3 lipid droplet | S3 lipid droplet cell count max
O=C(NC1CCCC1)c1cccc(Cn2cc([N+](=O)[O-])cn2)c1 | 8% | ·
Cc1nc(C(C)NC(=O)CCc2nnc(-c3ccsc3)o2)cs1 (stereo not drawn) | 11% | -5
COc1ccccc1NS(=O)(=O)c1cc(NC(=O)C(C)(C)C)ccc1N1CCOCC1 | i | ·
Oc1ccccc1-c1nc(NC2CCCC2)c2ccccc2n1 | ? | ·
CCOC(=O)N1CCC(Nc2nc3ccccc3n3nnnc23)CC1 | ? | ·
COC(=O)c1sc2ccccc2c1NC(=O)c1ccc(S(=O)(=O)N2CCC(C)CC2)cc1 | 20% | 4
